Assay outcomes (PubChem)
LGR2 antag – Drosophila LGR2 receptor signaling inhibition; HEK293 LGR2, CRE-luciferase, bursicon-stimulated, 4 h; inhibition, % at 9.99 µM; 380,000 tested, 0.35% active; AID 720647;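 active means drop in luminescence signal, shown as inhibition above about 50% in the replicate tests, limit read from the data, passing the limit was not always enough; inconclusive means probably only some replicates passing the limit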;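 further: agonist challenge used bursicon conditioned medium at about half maximal strength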
PGC1a acetyl inh – lowers PGC1a acetylation signal in U2OS cells; 350,000 tested, 0.17% active; AID 651687; AlphaScreen anti-acetyl-lysine; with virally co-expressed GCN5 acetyltransferase; inhibition, % at 15.6 µM;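 active means every replicate shows inhibition of at least 40%; inconclusive means mean inhibition at least 40% but some replicate below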;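 further: 0% = neutral control wells and 100% = positive control wells; some results beyond the cut were filed as inactive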
C2C12 statin – suppression of simvastatin myotoxicity. C2C12 myotubes + simvastatin, ATP luminescence, 48 h; scaled: DMSO 0, geranylgeraniol control 100. rescue of ATP level, % at 7.49 µM. 330,000 tested, 0.78% active. AID 602340;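 active means mean ATP rescue above about 67%, or every replicate alone reaching that limit, limit read from the data, passing the limit was not always enough; inconclusive means no clear call, values can overlap the other calls; inactive means mean under the limit and some replicate under it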;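 further: myotubes were challenged with 10 µM simvastatin during compound exposure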
ARNT TACC3 PPI – disrupts binding between human ARNT and TACC3; Q9Y6A5; AlphaScreen His-ARNT PAS-B/GST-TACC3 binding, luminescence; TACC3 fragment carries E629A point mutation; inhibition, % at 9.99 µM; 390,000 tested, 0.66% active;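 active means mean inhibition of replicates at least 50% and at least half of replicates each reaching 50%; inconclusive means half or more replicates reach 50% but mean below 50%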;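 further: 0% = complete ARNT plus TACC3 wells and 100% = ARNT alone without TACC3; many hits fall short of the cut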
PAX8 inh HTS – PAX8 transcriptional activity inhibition; inhibition, % at 12.6 µM; 360,000 tested, 1.2% active; RMG-I TPO-luciferase reporter, SteadyGlo, 24 h;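 active means mean replicate inhibition at least 60% with every replicate also reaching 60%; inconclusive means only one of the two criteria is met; inactive means mean below 60% and not all replicates reaching 60%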;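 further: luciferase light reporting Pax8 driven TPO promoter activity; plate controls were median of neutral control wells for no effect and mitoxantrone controls for full effect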
PglD inh – blocks C. jejuni PglD acetyltransferase activity. purified PglD enzyme, DTNB colorimetric CoA detection. inhibition, % at 12.5 µM. 360,000 tested, 0.098% active; in the data active means inhibition above about 16%, passing the limit was not always enough; inconclusive means no clear call, values can overlap the other calls; further: strong numbers were not always called active
GSIS activator – primary screen for activators of insulin secretion dependent on glucose, INS-1E cells, GLuc reporter luminescence; INS-1E GLuc reporter insulin secretion, 2-3 h; activation, % at 16.6 µM; 370,000 tested, 0.61% active;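 active means lowest replicate activation of at least 40%, so every replicate reaches that level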;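 further: 0% = median of neutral control wells and 100% = median of IBMX positive control wells; some compounds called inactive have numbers as strong as hits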
Cneo AK release – causes C. neoformans cell lysis. adenylate kinase release luminescence, 4 h; normalised: neutral wells 0, clomiphene wells 100. lysis activity, % at 15 µM. 360,000 tested, 0.2% active. AID 651654;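 active means mean lysis activity across replicates of at least 80%, whatever share of replicates individually reach that level; inactive means mean lysis activity below 80%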
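Assay system: log-phase C. neoformans yeast / Quantity: yeast cell density of 5 × 10^6 cells/mL / Medium: fresh YPD growth medium / Compound: single dose / Timing: static 4 h at 37 °C with compound, 1 h detection / Measured by: adenylate kinase release luminescence / Read-out: lysis from increased AK signal / Benchmarks: Clomiphene as positive lysis control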
Active calls of the source: *; ? = inconclusive; nt = no result given; & = joins results of further samples. Rows are unselected, and some 2.9% of all compounds hit somewhere here.

The line under a structure holds: LGR2 antag, PGC1a acetyl inh, C2C12 statin, ARNT TACC3 PPI, PAX8 inh HTS, PglD inh, GSIS activator, Cneo AK release
O=C(OCc1ccccc1Cl)c1ccc(-n2cnnc2)cc1
 : nt, 9, 1, -6, nt, -5, nt, 3
COc1ccccc1S(=O)(=O)N[C@@H]1CC[C@@H](CC(=O)NCc2cc(F)cc(F)c2)O[C@@H]1CO
 : -10, 3, nt, nt, -14, nt, 3, nt
O=C(NC1CCC1)[C@@H]1[C@@H](CO)[C@@H]2Cn3c(ccc(/C=C/c4ccccc4)c3=O)[C@@H]2N1Cc1ccncc1
 : 3, nt, 2, -1, 7, 1, -3, 0
CC(C)Oc1ccccc1NC(=O)CSc1nccn1C
 : -3, -11, 2, -11, 1, nt, 18, nt
CC(=O)c1cccc(-c2ccnc3c2CC(C(=O)N2CCN(C)CC2)O3)c1 (stereo unspecified)
 : 0, nt, nt, nt, -1, 3, 6, -1
COC(=O)c1ccc(C(=O)OC)c(NC(=S)N2CCN(c3ccc(F)cc3)CC2)c1
 : -10, nt, nt, nt, 8, 2, -15, 0
O=S(=O)(/C(=C/c1ccc(C(F)(F)F)cc1)c1nc2ccccc2[nH]1)c1ccccc1
 : ?, nt, nt, -1, 115*, nt, -29, nt
CCn1nc(C(=O)OCC(=O)c2ccc3c(c2)OCCO3)c2ccccc2c1=O
 : nt, -3, -2, nt, 4, -3, nt, -1
Cc1ccc(CSCc2ccc(C(=O)NC3CC3)o2)cc1
 : -9, -10, -29, 12, -8, 0, -9, -1
O=C(NCc1ccco1)c1nc2ccccc2s1
 : nt, -1, -5, -3, nt, -3, 20, -7
CC1=CC(C)C(C(=O)O)C(C(=O)O)C1 (stereo unspecified)
 : -2, 3, 19, -7, nt, -2, 2, 7
O=C(CNC(=O)c1ccccc1F)N/N=C/c1ccco1
 : -10, nt, 4, 7, -2, -3, 13, -1
O=C(NNC(=O)C1CCC(C(=O)NNC(=O)c2cccs2)CC1)c1cccs1 (stereo unspecified)
 : 4, nt, nt, 0, 5, nt, -23, nt
Cc1noc(C)c1NC(=O)N(C)C[C@H]1Oc2ccc(NC(=O)NC(C)C)cc2C(=O)N([C@H](C)CO)C[C@H]1C
 : -15&3, nt, -5, 34, -5, 4, 12&-1, 6
COc1cc(CN2CCN(C(=O)c3cccc4ccccc34)CC2)cc(OC)c1O
 : -11, 7, 10, 3, -2, 4, 1, 3
Cc1ccc(/C=N/NC(=O)c2cccc(S(=O)(=O)Nc3cccc(Cl)c3)c2)o1
 : -17, 0, nt, 12, 5, nt, 4, nt
CN1C(=O)C(O)(CC(=O)c2ccncc2)c2ccccc21 (stereo unspecified)
 : nt, 0, nt, nt, 6, 2, nt, 4
O=C1CC(NCc2ccccc2F)C(=O)N1c1ccccc1 (stereo unspecified)
 : nt, -7, 5, -2, 9, 1, nt, 1
COc1ccccc1C(=O)NC(=S)Nc1ccc(N2CCOCC2)c(Cl)c1
 : -2, nt, nt, -7, -15, nt, -13, nt
Cc1ccccc1-n1c(SCC(=O)O)nc2sc3c(c2c1=O)CCCC3
 : 27, 16, 2, 2, -8, -5, 33, 0

One compound at a time, from the list above.
COc1ccccc1S(=O)(=O)N[C@@H]1CC[C@@H](CC(=O)NCc2cc(F)cc(F)c2)O[C@@H]1CO as listed: LGR2 antag = -10; PGC1a acetyl inh = 3; C2C12 statin = nt; ARNT TACC3 PPI = nt; PAX8 inh HTS = -14; PglD inh = nt; GSIS activator = 3; Cneo AK release = nt
O=C(NNC(=O)C1CCC(C(=O)NNC(=O)c2cccs2)CC1)c1cccs1 (stereo unspecified) as listed: LGR2 antag = 4; PGC1a acetyl inh = nt; C2C12 statin = nt; ARNT TACC3 PPI = 0; PAX8 inh HTS = 5; PglD inh = nt; GSIS activator = -23; Cneo AK release = nt

Next part.
The line under a structure holds: LGR2 antag, PGC1a acetyl inh, C2C12 statin, ARNT TACC3 PPI, PAX8 inh HTS, PglD inh, GSIS activator, Cneo AK release
O=C1c2ccccc2NC(c2ccccn2)N1NS(=O)(=O)c1ccccc1 (stereo unspecified)
 : -1, 6, -1, 14, -28, -3, 0, 2
O=C(OCC(=O)c1ccccc1)C1=NN(c2ccccc2)C(=O)CC1
 : 24, -1, 8, -24, 10, 3, 8, 4
Cc1ccc(N=CC=C2OC(C)(C)C(C)(C)O2)c(C)c1
 : -7, nt, nt, -3, 3, nt, -21, nt
COCCN(CCOC)c1ncnc2c1cnn2-c1ccc(Cl)cc1
 : nt, 1, -38, -4, nt, -3, nt, -7
CC(C)(C)OC(=O)N1CCC2(CC1)Oc1ccc(Cl)cc1C(=O)C21CC(c2ccc(Cl)cc2)=NO1 (stereo unspecified)
 : -6, nt, 7, 0, -7, -4, 11, 7
CCO[C@H]1OC(C(=O)NCc2nc3ccccc3[nH]2)=C[C@@H](C)[C@@H]1CCCO
 : 3, 6, -1, 2, -7, -4, -8, 1
CC(=O)NC12CC3CC(C1)CC(C(=O)Nc1nc4c(C)cccc4s1)(C3)C2
 : -1, nt, 6, 2, 34, -2, -21, 3
CCC(=O)N(Cc1cc(=O)[nH]c2ccccc12)c1cccc(C)c1
 : nt, 40, -6, nt, nt, -3, nt, -2
C[C@@H]1CN([C@H](C)CO)C(=O)c2cc(NC(=O)CCCN(C)C)ccc2O[C@H]1CN(C)C(=O)Nc1ccccc1
 : 4, -5, -13, -5, -1, 4, 12, 45
CCCCC(C(=O)NC1CCCC1)N(Cc1ccco1)C(=O)Cn1nnc(-c2ccc(F)cc2)n1 (stereo unspecified)
 : nt, 4, 9, -8, nt, -3, nt, 2
CCCN(C)C[C@H]1OCCCC[C@@H](C)Oc2ccc(NS(=O)(=O)c3ccc(F)cc3)cc2C(=O)N([C@@H](C)CO)C[C@@H]1C
 : 13, 19, -59, -3, 11, 2, -9, 10
CCN1C(=O)[C@H]2[C@@H](c3ccc(C)cc3)N3C(=O)N(c4cccc(Br)c4)C(=O)[C@@]3(CC(C)C)[C@H]2C1=O
 : 6, -14, 4, 15, -1, -3, nt, -3
C[C@H]1CN([C@@H](C)CO)C(=O)c2cccc(NS(=O)(=O)c3ccc(Cl)cc3)c2O[C@H]1CN(C)Cc1ccncc1
 : 0, -1, 5, -2, 2, -2, 2, -3
Cc1cccc(N2CCN(C(=O)c3ccccc3SCC(=O)N3CCCC3)CC2)c1C
 : -3, -10, 1, 15, 22, 3, -33, 0
CN1C(=O)c2cc(NC(=O)c3ccc(F)c(F)c3)ccc2OC[C@@H]2O[C@H](CC(=O)N[C@H]3CCN(Cc4ccccc4)C3)CC[C@H]21
 : -5, nt, -21, 3, 22, -2, -14, 8
CCOC(=O)CN1CCC(c2cc(-c3ccc(Cl)cc3)n[nH]2)CC1
 : -4, 4, 4, -12, -15, -4, 0, 1
COc1ccc(OC)c(NC(=O)CSC2=NN3CCCC(=O)N=C3S2)c1
 : 25, -7, 6, 2, 1, 2, 2, 0
O=C(N=C1c2ccccc2CN1c1ccc(F)c(F)c1)c1cccnc1
 : -15, nt, nt, 0, -17, nt, -9, nt
C[C@H](CO)N1C[C@H](C)[C@@H](CN(C)C(=O)C2CC2)OCc2cn(nn2)CCCC1=O
 : -6, 6, 0, -7, -3&12, 0, 3&-7, -4
CC(Cc1ccccc1)N(C)C(=O)CN1C(=O)c2ccccc2C1=O (stereo unspecified)
 : -6, 7, -2, -5, -8, -3, 7, 0

New compounds follow
The line under a structure holds: LGR2 antag, PGC1a acetyl inh, C2C12 statin, ARNT TACC3 PPI, PAX8 inh HTS, PglD inh, GSIS activator, Cneo AK release
CN(CC(=O)Nc1ccccc1C(=O)NC1CC1)Cc1ccc(Cl)s1
 : 1, -5, 8, 0, 11, 3, 7, 0
C#CCOCCOCCOCCNc1nc(N2CCN(C(=O)Cn3cc(CC(C)O)nn3)CC2)nc(N2CCN(C(=O)[C@H](CCCCN)n3cc(CCC(=O)O)nn3)CC2)n1 (stereo partly specified)
 : 18, 3, 10, -2, -10, 0, 9, -3
CO[C@H]1CN(C)C(=O)c2ccc(NC(=O)NC(C)C)cc2OC[C@@H](C)N(C(=O)CC2CC2)C[C@@H]1C
 : 5, -5, 5, 28, -29, 0, 22, 4
CCOc1ccc2cc(C(=O)NCc3ccccc3)c(=N)oc2c1
 : -21, 3, -2, -13, -58, 0, 4, -2
COc1ccc(C(=O)N2CCN(Cc3cc(OC)ccc3OC)CC2)cc1
 : -3, -9, 7, -34, 8, -1, 2, -1
Clc1ccc(-c2cn3c(n2)CCC3)cc1
 : nt, 10, nt, -2, nt, -1, nt, -2
Fc1ccc(-c2nc3c4ccccc4ccn3c2Cc2ccccc2C(F)(F)F)cc1
 : nt, -2, -3, nt, nt, 4, nt, -1
COc1cccc(NC(=O)N(C)C[C@@H]2Oc3ncc(C4=CCCCC4)cc3C(=O)N([C@H](C)CO)C[C@@H]2C)c1
 : 2, -21, 10, 8, nt, 3, -26, -3
C[C@@H]1CN([C@H](C)CO)S(=O)(=O)c2ccc(C#CC3CCCC3)cc2O[C@@H]1CN(C)C(=O)c1cccc(F)c1
 : 4, -10, -28, nt, nt, nt, -6, nt
COc1ccc(CCNC(=O)NC23CC4CC(CC(C4)C2)C3)cc1OC
 : -22, 1, -27, 1, nt, 0, 5, -6
Cc1ccc(CN2CC(N3CCN(CCO)CC3)CS2(=O)=O)cc1 (stereo unspecified)
 : -7, 17, -8, nt, 7, 7, -1, 0
C[C@@H]1CN([C@H](C)CO)C(=O)Cc2cc(NC(=O)Cc3cn(C)c4ccccc34)ccc2O[C@H]1CN(C)Cc1ccc(C(=O)Nc2ccccc2N)cc1
 : -12, 7, -6, -9, nt, 1, 0, 57
O=C(C1CCCC1)N(c1ccccc1)C1C=CS(=O)(=O)C1 (stereo unspecified)
 : nt, 3, 8, -2, nt, 5, nt, 3
ClC(/C=N/n1cnnc1)=C/c1ccccc1
 : 1, -6, nt, 1, 35, 1, 9, 0
CC(=O)N(C)C[C@@H]1Oc2cc(C#C[C@H](C)O)ccc2S(=O)(=O)N([C@@H](C)CO)C[C@H]1C
 : 15, 2, 6, -4, -18, -4, 21, 8
Cc1nn(-c2ccccc2)c2sc(C(=O)N3CCc4ccccc4C3)cc12
 : nt, 0, -15, 12, nt, 2, nt, 7
CC(C)CN(C(=O)CSc1nnnn1-c1ccccc1)c1c(N)n(CC(C)C)c(=O)[nH]c1=O
 : 6, 4, nt, -1, -1, nt, 13, nt
CCOC1=C2[C@@H](CN(S(=O)(=O)c3ccc(C)cc3)[C@H]2c2ccccc2F)[C@H]2C(=O)N(CC)C(=O)[C@H]2C1
 : nt, 0, 1, nt, -2, -7, nt, 26
O=[N+]([O-])c1cccc(/C=C/C=N/Nc2nc(N3CCCCC3)nc(N3CCCCC3)n2)c1
 : 27, nt, nt, 4, -7, nt, -1, nt
COc1ccc(CCC(=O)NCCCNC(=O)CCc2ccc(OC)cc2)cc1
 : 12, 1, nt, -7, -13, nt, 11, nt
Cc1ccc([C@@H]2C[C@H]3[C@@H](CN2S(=O)(=O)c2ccc(C)cc2)C(=O)C[C@@H](c2ccc(C)cc2)N3S(=O)(=O)c2ccc(Cl)cc2)cc1
 : -10, -7, 0, nt, -3, -1, 19, -1
COc1cccc(NC(=O)C(C)OC(=O)c2n[nH]c3ccccc23)c1 (stereo unspecified)
 : -16, -9, 8, 7, -10, -1, -9, -2
